# ARFGAP1 inh = inhibitors of rat ARFGAP1; Q62848; Arfgap1-stimulated ARF1 GTP hydrolysis, GDP FP detection; inhibition, % at 16.5 µM; hit rate 0.26% among 360,000; AID 651572;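 active means inhibition above a per-plate limit, mean inhibition of low control wells plus 3 SD, cut at about 25% in these data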;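 further: 0% = DMSO wells with enzyme and 100% = wells lacking Arfgap1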
#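 system = rat Arfgap1 catalytic domain, aa 1-136 | technique = FP, GDP Alexa 633 tracer displaced from anti-GDP antibody, 620/688 nm | compound = one concentration, 16.5 µM, DMSO 1.26% | medium = HEPES-based buffer, pH 7.5 | timing = compound-enzyme preincubation 20 min, reaction 120 min, detection 60 min, 25 °C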
# PLCg1 inh = PLC-gamma1 (human) inhibition, primary screen; purified PLC-gamma1, fluorogenic substrate, fluorescence; inhibition, % at 12.2 µM; hit rate 0.84% among 370,000; P19174; in the data active means inhibition above about 9.5%
# Target sequence (P19174 whole entry, looked up): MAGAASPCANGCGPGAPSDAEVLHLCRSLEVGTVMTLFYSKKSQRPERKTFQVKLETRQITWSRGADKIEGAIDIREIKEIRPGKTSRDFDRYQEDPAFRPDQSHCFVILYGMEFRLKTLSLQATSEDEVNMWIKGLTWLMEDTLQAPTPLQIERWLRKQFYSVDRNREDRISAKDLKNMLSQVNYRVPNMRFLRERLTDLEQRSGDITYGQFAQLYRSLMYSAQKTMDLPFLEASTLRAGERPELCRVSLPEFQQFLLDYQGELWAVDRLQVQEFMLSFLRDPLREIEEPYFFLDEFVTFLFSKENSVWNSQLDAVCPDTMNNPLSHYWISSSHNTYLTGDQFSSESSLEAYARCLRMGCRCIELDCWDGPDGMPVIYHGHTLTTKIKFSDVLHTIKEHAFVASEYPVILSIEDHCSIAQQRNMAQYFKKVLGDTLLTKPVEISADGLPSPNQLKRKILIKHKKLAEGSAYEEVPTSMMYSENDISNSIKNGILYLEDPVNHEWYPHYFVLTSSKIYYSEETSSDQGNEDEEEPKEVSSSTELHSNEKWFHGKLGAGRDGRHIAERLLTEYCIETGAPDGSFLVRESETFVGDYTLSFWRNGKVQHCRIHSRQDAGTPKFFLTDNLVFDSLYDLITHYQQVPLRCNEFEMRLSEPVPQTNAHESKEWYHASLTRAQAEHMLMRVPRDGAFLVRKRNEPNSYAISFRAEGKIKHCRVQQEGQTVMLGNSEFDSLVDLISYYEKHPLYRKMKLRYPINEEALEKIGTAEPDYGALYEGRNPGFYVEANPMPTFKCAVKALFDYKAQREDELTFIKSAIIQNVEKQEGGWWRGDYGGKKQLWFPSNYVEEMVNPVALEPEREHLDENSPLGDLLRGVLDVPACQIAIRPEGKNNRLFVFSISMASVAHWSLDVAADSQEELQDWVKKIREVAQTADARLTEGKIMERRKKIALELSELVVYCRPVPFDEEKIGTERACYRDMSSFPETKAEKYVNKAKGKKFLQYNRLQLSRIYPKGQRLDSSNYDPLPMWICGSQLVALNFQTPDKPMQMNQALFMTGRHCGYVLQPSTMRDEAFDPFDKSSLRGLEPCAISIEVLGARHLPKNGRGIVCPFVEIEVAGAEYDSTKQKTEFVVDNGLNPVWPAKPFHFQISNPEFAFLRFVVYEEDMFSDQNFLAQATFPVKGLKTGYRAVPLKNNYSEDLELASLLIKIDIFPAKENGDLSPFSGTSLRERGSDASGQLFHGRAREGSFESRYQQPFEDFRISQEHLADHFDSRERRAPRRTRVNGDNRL
# ASAP1 GAP inh = inhibitors of human ASAP1 ArfGAP activity. Q9ULH1. ASAP1-stimulated ARF1 GTP hydrolysis, GDP FP detection. inhibition, % at 16.5 µM. hit rate 0.19% among 360,000; in the data active means inhibition above about 25%;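 further: 0% = vehicle with enzyme and substrate and 100% = no enzyme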
# LEDGF integ inh = blocks HIV-1 LEDGF/p75-dependent DNA integration; inhibition, % at 3.7 µM; hit rate 0.64% among 370,000; AID 743269; TR-FRET IN-LEDGF/p75 DNA integration, Eu/Cy5;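 active means inhibition above the screen-wide mean plus 3 SD, cut at about 13% in these data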;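 further: signal is the Cy5 over europium emission ratio at 671 and 618 nm; 0% = plate median of compound wells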
# TDP2 absorb = blocks human TDP2 phosphodiesterase activity | O95551 | recombinant TDP2, T5PNP hydrolysis, p-nitrophenol absorbance 415 nm | inhibition, % at 12.8 µM | hit rate 0.34% among 370,000 | AID 720702;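 active means inhibition above the mean of all tested compounds plus 3 SD, set per campaign, cut at about 25% in these data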;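 further: 0% = DMSO with enzyme and 100% = buffer with substrate but no TDP2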
#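 System: recombinant human TDP2 / Amount: 120 nM TDP2 per well / Also added: 5 mM T5PNP chromogenic substrate / Doses: 12.8 µM single point, 1% DMSO / Incubation: 2 h at 37 °C / Detection: p-Nitrophenol epi absorbance / Evaluation: % inhibition relative to enzyme-containing and enzyme-free wells / Repeats: singlicate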
# ADAM10 inh = inhibitors of human ADAM10; recombinant ADAM10, EDANS/DABCYL FRET peptide cleavage, 3 h; inhibition, % at 7 µM; hit rate 0.62% among 370,000; AID 720582;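 active means inhibition above a per-campaign cutoff equal to the mean of compounds falling between control-based bounds plus 3 SD, cut at about 20% in these data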;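 further: 0% = DMSO wells while the 100% control is not disclosed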
# DDE Tn6 FP inh = disrupts Tn6 cyclic peptide binding to fibrin D-Dimer-E complex | P02675 | Fibrin DD(E) TRITC-Tn6 fluorescence polarization displacement | hit rate 0.21% among 370,000 | inhibition, % at 8.3 µM | AID 720509;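 active means inhibition above a per-campaign cutoff: mean of compounds within control limits plus 3 SD, cut at about 15% in these data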;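 further: 0% = median of all compound wells on the plate and 100% = blocking peptide control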
# ADAM17 inh = inhibitors of human ADAM17; recombinant ADAM17, EDANS/DABCYL FRET peptide cleavage; inhibition, % at 6.95 µM; hit rate 0.83% among 370,000; AID 720648;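 active means inhibition above the mean of compounds lying between control limits plus 3 SD, set per campaign, cut at about 8.5% in these data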;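 further: 0% = DMSO-only wells as the low control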
# proKLK7 act = activates the human kallikrein-7 zymogen; activation, % at 7 µM; hit rate 0.9% among 370,000; AID 652039; P49862; purified proKLK7, EDANS-DABCYL substrate fluorescence; 100% is mature enzyme control, 0% vehicle;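 active means activation above the mean of all tested compounds plus 3 SD, computed per campaign excluding outliers beyond control limits, cut at about 13% in these data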
# Tn7 DDE FP = DD(E)-Tn7 binding inhibition, primary FP screen | FP displacement of FITC-Tn7 peptide from fibrin DD(E); 0% = median of compound wells per plate | inhibition, % at 8.3 µM | hit rate 0.13% among 370,000 | AID 720508;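 active means inhibition above the mean of compounds falling within the control limits plus 3 SD of them, cut at about 14% in these data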;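 further: 0% = plate median of compound wells and 100% = 10 µM Aha-Tn7 peptide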
#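 Assay system: human fibrin DD(E). Input: DD(E) 2 µM final. Medium: Tris buffer with calcium and detergent, pH 7.8. Compound dosing: single point at 8.3 µM. Timing: 10 min plus 3 h, room temperature. Technique: fluorescence polarization of the labelled Tn7 tracer. Read-out: percent inhibition. Replicates: singlicate testing.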
# * hit, by the source's call; i = inactive.
item	SMILES	ARFGAP1 inh	PLCg1 inh	ASAP1 GAP inh	LEDGF integ inh	TDP2 absorb	ADAM10 inh	DDE Tn6 FP inh	ADAM17 inh	proKLK7 act	Tn7 DDE FP
1	O=C1CC(N2CCN(c3nc4ccccc4s3)CC2)C(=O)N1c1ccc(F)cc1 (stereo not drawn)	12	0	-10	-1	-4	3	-2	-1	1.0	-3
2	Cc1ccc(C2CC(=O)C=C(NCC(C)C)C2)cc1 (stereo not drawn)	-5	-3	6	-2	6	2	4	0	0.0	3
3	CCC(=Nc1ccccc1)C1=C(O)CCCC1=O	11	1	3	2	5	-11	4	-7	0.1	2
4	CC(C)CNC(=O)CO/N=C/c1ccccc1Cl	6	1	-4	-1	17	-5	9	-3	0.5	7
5	COc1ccc2sc(-c3ccc(N(C)C)cc3)c(-c3cnc(OC)nc3)c2c1	8	-31	-10	1	-4	-89	-2	-23	-1.8	6
6	N#Cc1c(SCC(N)=O)nsc1SCc1ccc(Cl)cc1	4	5	3	2	-9	-5	9	2	-0.1	5
7	CC(C)CC(=O)NC(C)C(c1cccs1)N1CCOCC1 (stereo not drawn)	-2	3	-3	3	1	7	4	-1	-0.1	-5
8	CC[C@]12c3[nH]c4cc(CCC(=O)N(C)C)ccc4c3CCN1C(=O)[C@@H](CC(=O)NCCCN(C)C)C[C@@H]2C(=O)N1CCN(C(=O)c2ccco2)CC1	0	0	8	1	-2	-10	2	-6	-0.3	-7
9	CSc1ccccc1OCc1cc(C(=O)N2CCN(Cc3nccn3C)CC2)no1	1	1	-6	-4	-7	-10	-2	-4	0.2	2
10	Cc1cc(-c2ccc3ccccc3c2)n2ncnc2n1	8	-56	0	-1	0	-121	-5	-38	2.3	-5
11	C=CCN(CC=C)CCOc1ccccc1F	8	2	6	-2	3	-5	-1	-4	0.5	6
12	COc1ccc(Cl)cc1S(=O)(=O)NCc1nc2nc(C)cc(C)n2n1	-2	1	-4	1	2	-6	5	-4	-0.1	4
13	Cc1c(NC(=O)C(C)OC(=O)c2cc3c4ccccc4n(C)c3s2)c(=O)n(-c2ccccc2)n1C (stereo not drawn)	-13	-55	-1	-1	-8	-161	-2	-50	-2.9	5
14	CSc1c2c([nH]c(=O)c1C#N)-c1ccccc1CC2	-7	-208	-9	1	1	i	-2	-244	-0.2	5
15	O=C(NCCNC(=O)c1ccc(Br)o1)c1ccc(Br)o1	10	5	-15	-3	-14	5	4	0	-0.2	-5
16	CCOc1ccc(-n2c(=O)c3ccccc3c3ccccc3c2=O)cc1	2	0	0	-2	-3	-6	7	-5	0.0	-1
17	COC(=O)[C@@]12CCCN1[C@H](c1ccc(-c3ccc(Cl)c(Cl)c3)c(OC)c1)[C@H]1C(=O)N(C)C(=O)[C@H]12	-4	-1	-13	-1	1	15	11	5	-0.2	-7
18	COc1ccc(NC(=O)COC(=O)CCC2CCCCC2)cc1	1	-4	8	1	1	3	1	-4	-0.5	6
19	COc1ccccc1N1C(=O)C2C(C(=O)c3ccccc3)=NN(c3ccc(C)cc3)C2C1=O (stereo not drawn)	-2	-46	-3	-3	1	3	3	-3	-0.9	9
20	CCN(C(=O)COC(=O)c1ccccc1SCC(=O)NC1CCCCCCC1)C1CCS(=O)(=O)C1 (stereo not drawn)	10	-1	-12	-1	0	-7	7	1	0.2	-2
21	CC(C)(C)CC(=O)Nc1nnc(SCC(=O)NC2CCCCC2)s1	2	0	-3	-3	-5	2	-2	0	-0.6	4
22	CCOc1ccc(C(=O)NCC(=O)OCc2ccc(F)cc2Cl)cc1	0	-2	-1	-5	-7	6	2	-2	0.3	3
23	S=c1nc2ccccc2c2nc(-c3cccnc3)[nH]n12	8	1	-8	0	14	-4	0	-4	0.2	-2
24	O=C(COc1ccc(Cl)cc1)NCCCn1ccnc1	-20	2	-11	2	-4	-15	10	-10	-0.2	7

# Reprinted, entries 12 to 22
item	SMILES	ARFGAP1 inh	PLCg1 inh	ASAP1 GAP inh	LEDGF integ inh	TDP2 absorb	ADAM10 inh	DDE Tn6 FP inh	ADAM17 inh	proKLK7 act	Tn7 DDE FP
12	COc1ccc(Cl)cc1S(=O)(=O)NCc1nc2nc(C)cc(C)n2n1	-2	1	-4	1	2	-6	5	-4	-0.1	4
13	Cc1c(NC(=O)C(C)OC(=O)c2cc3c4ccccc4n(C)c3s2)c(=O)n(-c2ccccc2)n1C (stereo not drawn)	-13	-55	-1	-1	-8	-161	-2	-50	-2.9	5
14	CSc1c2c([nH]c(=O)c1C#N)-c1ccccc1CC2	-7	-208	-9	1	1	i	-2	-244	-0.2	5
15	O=C(NCCNC(=O)c1ccc(Br)o1)c1ccc(Br)o1	10	5	-15	-3	-14	5	4	0	-0.2	-5
16	CCOc1ccc(-n2c(=O)c3ccccc3c3ccccc3c2=O)cc1	2	0	0	-2	-3	-6	7	-5	0.0	-1
17	COC(=O)[C@@]12CCCN1[C@H](c1ccc(-c3ccc(Cl)c(Cl)c3)c(OC)c1)[C@H]1C(=O)N(C)C(=O)[C@H]12	-4	-1	-13	-1	1	15	11	5	-0.2	-7
18	COc1ccc(NC(=O)COC(=O)CCC2CCCCC2)cc1	1	-4	8	1	1	3	1	-4	-0.5	6
19	COc1ccccc1N1C(=O)C2C(C(=O)c3ccccc3)=NN(c3ccc(C)cc3)C2C1=O (stereo not drawn)	-2	-46	-3	-3	1	3	3	-3	-0.9	9
20	CCN(C(=O)COC(=O)c1ccccc1SCC(=O)NC1CCCCCCC1)C1CCS(=O)(=O)C1 (stereo not drawn)	10	-1	-12	-1	0	-7	7	1	0.2	-2
21	CC(C)(C)CC(=O)Nc1nnc(SCC(=O)NC2CCCCC2)s1	2	0	-3	-3	-5	2	-2	0	-0.6	4
22	CCOc1ccc(C(=O)NCC(=O)OCc2ccc(F)cc2Cl)cc1	0	-2	-1	-5	-7	6	2	-2	0.3	3

# Continued:
item	SMILES	ARFGAP1 inh	PLCg1 inh	ASAP1 GAP inh	LEDGF integ inh	TDP2 absorb	ADAM10 inh	DDE Tn6 FP inh	ADAM17 inh	proKLK7 act	Tn7 DDE FP
25	CC(=O)Nc1ccc(NC(=O)CSc2cn(CC(=O)N3CCOCC3)c3ccccc23)cc1	4	5	15	3	7	3	-8	0	0.5	-4
26	Cn1c(=O)cc(Nc2ccccc2)[nH]c1=O	-9	-2	-7	-1	-1	3	2	-2	-0.8	8
27	CCN(CC)CCN(C)C(c1ccnc2ccccc12)c1nnnn1-c1ccc2c(c1)OCCO2 (stereo not drawn)	-1	-4	-1	-3	-4	-15	5	-5	-0.2	-1
28	O=C(O)Cc1ccc(NC(=O)c2ccc3c(c2)C(=O)N(Cc2ccco2)C3=O)cc1	8	-3	6	0	12	-13	-3	0	0.2	6
29	CCOC(=O)CN1C(=O)N[C@@H](c2ccco2)C(C(C)=O)=C1C	12	3	1	2	-5	10	-7	-2	-0.5	-3
30	CC1CCN(c2nc3ccc(C(=O)N4CCN(Cc5ccccc5)CC4)cc3s2)CC1	11	0	13	-5	-3	-12	1	4	-1.3	6
31	COc1ccccc1CNC(=O)CCC1N=C2c3ccccc3N=C(SCC(=O)NCC3CCCO3)N2C1=O (stereo not drawn)	13	-3	1	5	-2	-45	-2	-21	-0.8	2
32	O=C(Cc1ccc(F)cc1)OCC(=O)N1CCN(S(=O)(=O)c2ccc(Cl)cc2)CC1	3	2	6	2	-2	-1	-5	-2	-0.4	2
33	CCOC(=O)N1CCC(NC(=O)c2ccc(CO)c(C(=O)NC3CCN(C(=O)OCC)CC3)c2)CC1	-19	3	-9	3	9	5	5	0	-0.4	0
34	Cn1c(O)c(N=NC(=O)CNC(=O)/C=C/c2ccccc2)c2ccccc21	4	0	-12	1	2	-1	-1	-8	0.3	3
35	Cc1ccc(S(=O)(=O)N2CCC(C(=O)OCC(=O)N3CCCCC3C)CC2)cc1C (stereo not drawn)	-6	3	-7	0	-3	2	0	0	-0.2	-2
36	COCCNC(=O)c1cn(Cc2c(F)cccc2Cl)nn1	-4	5	11	0	-7	2	1	0	0.2	5
37	Cc1ccc(-c2nnn(CC(=O)NC(=O)NC3CCCCC3)n2)cc1	4	1	11	-2	-9	-3	10	7	-0.3	0
38	Cc1ccc(NC(=O)CSCC(=O)Nc2ncc3c(n2)CC(c2ccco2)CC3=O)cc1 (stereo not drawn)	15	-4	17	-3	10	0	9	-3	0.3	5
39	Cc1ccc(-n2nc(C)c3c(C)onc3c2=O)cc1	1	3	5	-2	1	1	-10	-2	0.1	4
40	COC(=O)c1cc(S(=O)(=O)N2CCN(c3ccc(OC)cc3)CC2)cn1C	-4	4	-10	-2	-15	-1	-1	-3	-0.8	8
41	COc1ccc(-c2nc(NC(C)=O)sc2-c2ccc(OC)cc2)cc1	-5	-24	6	6	-7	-19	-10	-4	0.4	2
42	N/C(=N\OC(=O)CC1CCCCC1)c1ccccc1	0	3	-10	1	-6	-6	4	-2	-0.3	-1
43	CC(=O)Nc1ccc(NC(=O)c2ccc(-c3ccnn3C)c3ccoc23)cc1	15	-9	-5	-3	-11	-7	-4	-1	-0.1	1
44	c1cncc(CNc2nc(N3CCOCC3)nc(N3CCOCC3)n2)c1	4	3	4	-1	-1	-4	0	-2	0.7	10
45	Cc1cc(C)c2c(N)c(C(=O)NC3CCCC3)sc2n1	5	i	0	-2	0	-182	-7	-71	3.4	5
46	CCc1cc(=O)oc2cc(C)cc(OCC(=O)NCC3CCC(C(=O)O)CC3)c12 (stereo not drawn)	3	-48	3	1	7	-142	-7	-35	3.9	-5
47	O=C(CN(Cc1ccco1)S(=O)(=O)c1ccccc1)N/N=C/c1cccc(O)c1	9	-2	-5	0	-4	3	16*	1	0.3	5
48	CCOC(=O)C1=C(C)NC(SCc2cc(=O)[nH][nH]2)=C(C#N)C1c1cccs1 (stereo not drawn)	5	-13	4	5	3	6	-6	4	-1.1	-7
49	COc1cc2c(cc1OC)C(Cc1cc(OC)c(OC)cc1[N+](=O)[O-])=NCC2	8	-40	9	0	14	-50	6	-14	3.0	1
50	Cc1onc(-c2c(F)cccc2Cl)c1C(=O)OCC(=O)N1C(C)CCCC1C (stereo not drawn)	10	5	-20	-2	-4	-17	-7	2	0.6	1
51	CNC[C@H]1Oc2c(NC(=O)C3CCCCC3)cccc2C(=O)N([C@H](C)CO)C[C@@H]1C	10	-1	-3	0	1	-9	4	-2	0.1	5
52	COc1cccc(/C=C/C(=O)c2ccc(NC3=NCCCS3)cc2)c1	0	1	4	4	4	9	4	2	0.0	-1

# From PubChem BioAssay

# No enrichment for hits; overall some 4.2% were active at least once.
